Screening data deposited in PubChem BioAssay by Johns Hopkins Ion Channel Center.
CHT PAM: human CHT allosteric activation; Q9GZV3; CHT-expressing cells, membrane potential dye, choline EC20; stronger effect = higher value; LV-AA mutant CHT in HEK293 cells; B-score at 10 µM; hit rate 0.49% among 310,000; AID 488977;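 active = initial fluorescence not abnormally high and integrated response B-score, plate-corrected, over 3 SD above library mean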
Target sequence (Q9GZV3 whole entry, looked up): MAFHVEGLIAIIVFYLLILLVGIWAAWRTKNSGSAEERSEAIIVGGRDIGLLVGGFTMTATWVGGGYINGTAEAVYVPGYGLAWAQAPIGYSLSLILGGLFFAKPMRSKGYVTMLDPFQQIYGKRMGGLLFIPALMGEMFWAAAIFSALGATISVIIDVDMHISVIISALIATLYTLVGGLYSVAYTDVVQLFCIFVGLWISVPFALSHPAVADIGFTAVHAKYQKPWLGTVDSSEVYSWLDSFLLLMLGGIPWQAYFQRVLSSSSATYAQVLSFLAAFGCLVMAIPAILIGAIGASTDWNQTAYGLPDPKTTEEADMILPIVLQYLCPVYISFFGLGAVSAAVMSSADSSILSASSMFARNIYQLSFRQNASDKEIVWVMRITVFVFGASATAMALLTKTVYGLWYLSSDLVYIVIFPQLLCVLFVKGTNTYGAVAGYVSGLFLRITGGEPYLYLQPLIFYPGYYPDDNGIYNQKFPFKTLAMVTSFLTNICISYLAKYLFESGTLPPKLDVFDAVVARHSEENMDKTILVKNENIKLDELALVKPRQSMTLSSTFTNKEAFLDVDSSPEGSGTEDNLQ
CHT block: human CHT choline transport inhibition; AID 488975; CHT-expressing cells, membrane potential dye, choline response; stronger effect = lower value; Q9GZV3; hit rate 0.86% among 310,000; B-score at 10 µM;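 active = B-score over 3 SD under the library average, and starting fluorescence ratio not unusually high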;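 also: choline stimulus applied at its EC90 after an EC20 pre-addition; B-score computed on integrated fluorescence ratio after choline addition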
An asterisk follows results filed as active.

Screening C#CCOCCOCCOCCNc1nc(N2CCN(C(=O)CCCCCCCCCCNC(=O)[C@H](CCCCN)n3cc(C)nn3)CC2)nc(N2CCN(C(=O)CCCCCCCCCCNC(=O)[C@@H]([C@H](C)CC)n3cc(CCCCCN)nn3)CC2)n1 returned CHT PAM inactive and CHT block inactive.
CC(C)C(C(=O)NCC1CCCO1)N(Cc1ccco1)C(=O)CNS(=O)(=O)c1ccccc1 (stereo unspecified) was read as CHT PAM inactive and CHT block inactive.
CCc1ccc(NC(=O)CCC(=O)Nc2nnc(C(C)C)s2)cc1 was read as CHT PAM inactive and CHT block inactive.
For O=Nc1c(O)n(Cc2ccc(Cl)c(Cl)c2)c2ccccc12 the results were CHT PAM inactive and CHT block inactive.
`CC[C@H]1CN2CCc3cc(OC)c(OC)cc3C2C[C@@H]1C[C@H]1NCCc2cc(OC)c(OC)cc21` (stereo partly specified) gave CHT PAM 13.8* and CHT block inactive.
For CCOC(=O)/C(C#N)=C/Nc1ccccc1OC(F)(F)F the results were CHT PAM inactive and CHT block inactive.
Screening Cc1ccc(CSC(Nc2ccc(F)cc2)=C(C#N)C#N)cc1 returned CHT PAM inactive and CHT block inactive.
CCOC(=O)c1cc(-c2ccccc2)sc1NC(=O)CN1C(=O)c2ccccc2C1=O was read as CHT PAM inactive and CHT block inactive.
For CCOc1ccc(C(=O)NC(=S)Nc2cccnc2)cc1[N+](=O)[O-] the results were CHT PAM inactive and CHT block inactive.
Cc1ccc(NC(=O)COc2ncnc3sccc23)cc1S(=O)(=O)N(C)C was read as CHT PAM inactive and CHT block inactive.
O=C(CSc1nnc2scc(-c3ccc(Cl)cc3)n12)NCc1ccco1 was read as CHT PAM inactive and CHT block inactive.
`C=CCSc1nc(N)c(C#N)c(-c2ccccc2)c1C#N` gave CHT PAM inactive and CHT block inactive.
Screening O=c1[nH]c(C2CCCN(S(=O)(=O)c3cccc(F)c3)C2)nc2c1nnn2Cc1ccccc1 (stereo unspecified) returned CHT PAM inactive and CHT block inactive.
COc1ccc(CN(C#N)c2nc(C)cc(C)n2)cc1 was read as CHT PAM inactive and CHT block inactive.
COc1ccc(N2CCN(CC(=O)NC(=O)NC(C)(C)C)CC2)cc1 was read as CHT PAM inactive and CHT block inactive.
Screening CCOc1ccc(S(=O)(=O)N2CCN(C(=S)NCc3ccccc3)CC2)cc1 returned CHT PAM inactive and CHT block inactive.
COc1ccc(-n2c(COc3ccccc3)n[nH]c2=S)cc1 was read as CHT PAM inactive and CHT block inactive.
For CCOc1ccc(CN2C(=O)c3ccccc3C2=O)cc1C(=O)Nc1nnc(SCC)s1 the results were CHT PAM inactive and CHT block inactive.
`Cc1ccc(-c2nnc(C)c(N3CCOCC3)n2)cc1` gave CHT PAM inactive and CHT block inactive.
Screening CC(C)c1c(C(=O)N/N=C/c2cccc(OCc3ccc(F)cc3)c2)nnn1-c1nonc1N returned CHT PAM inactive and CHT block -6.63*.
Screening CCOC(=O)c1ccc(CNC(=O)CSc2nnc(-c3ccncc3)o2)cc1 returned CHT PAM inactive and CHT block inactive.
O=C(NCc1ccccc1)c1ccc(CNc2c(N3CCCC3)c(=O)c2=O)cc1 was read as CHT PAM inactive and CHT block inactive.
CCCCN(c1ccccc1)c1ncnc(N)c1[N+](=O)[O-] was read as CHT PAM inactive and CHT block inactive.
Cc1cc(C)c2c(CN3CCOCC3)cc(=O)oc2c1C was read as CHT PAM inactive and CHT block inactive.
For Cc1ccc2c(c1)cc(CN(Cc1cccnc1)C(=O)c1ccccc1)c1nnnn12 the results were CHT PAM inactive and CHT block inactive.
CCOC(=O)CCCNC(=O)CCNC(=O)c1ccc(OCC(C)C)cc1 was read as CHT PAM inactive and CHT block inactive.
O=C(O)C1CCN(c2c([N+](=O)[O-])cc(C(F)(F)F)cc2[N+](=O)[O-])CC1 was read as CHT PAM inactive and CHT block inactive.
`O=C(CSc1nnnn1-c1ccc(F)cc1)Nc1nc2ccccc2s1` gave CHT PAM inactive and CHT block inactive.
For CCOC(=O)c1ccc(NC(=S)N(CCN2CCCCCC2)Cc2cccs2)cc1 the results were CHT PAM inactive and CHT block inactive.
CCC(=O)Oc1ccc(/C(CC)=C(\CC)c2ccc(OC(=O)CC)cc2)cc1 was read as CHT PAM inactive and CHT block inactive.
`CCn1cc(/C=C(\NC(=O)c2ccccc2F)C(=O)NCCCn2ccnc2)c2ccccc21` gave CHT PAM inactive and CHT block -7.18*.
For NCc1cccc(CNc2ccc([N+](=O)[O-])cc2C(N)=O)c1 the results were CHT PAM inactive and CHT block inactive.
For C#CCOCCOCCOCCNc1nc(N2CCN(C(=O)[C@H](Cc3ccc(O)cc3)n3cc([C@@H](N)CC(C)C)nn3)CC2)nc(N2CCN(C(=O)[C@H](Cc3ccc(O)cc3)n3cc([C@@H](N)CC(C)C)nn3)CC2)n1 the results were CHT PAM inactive and CHT block inactive.
For Cc1cc(C)n(C(=O)c2ccc(NC(=O)C3COc4ccccc4O3)cc2)n1 (stereo unspecified) the results were CHT PAM inactive and CHT block inactive.
Screening CCN(CC(=O)Nc1ccc(N2CCOCC2)cc1)C(=O)COc1ccccc1OC returned CHT PAM inactive and CHT block inactive.
Screening O=C(O)Cc1ccc(C(=O)c2ccc(F)cc2)s1 returned CHT PAM inactive and CHT block inactive.

2 entries drawn at random from those above:
For C#CCOCCOCCOCCNc1nc(N2CCN(C(=O)[C@H](Cc3ccc(O)cc3)n3cc([C@@H](N)CC(C)C)nn3)CC2)nc(N2CCN(C(=O)[C@H](Cc3ccc(O)cc3)n3cc([C@@H](N)CC(C)C)nn3)CC2)n1 the results were CHT PAM inactive and CHT block inactive.
For NCc1cccc(CNc2ccc([N+](=O)[O-])cc2C(N)=O)c1 the results were CHT PAM inactive and CHT block inactive.

(listing goes on)
For CC1CCc2nn(CC(=O)NCc3ccc(F)cc3)cc2C1 (stereo unspecified) the results were CHT PAM inactive and CHT block inactive.
Screening O=C(COc1ccc2ccccc2c1Br)Nc1cccnc1 returned CHT PAM inactive and CHT block inactive.
`Cc1noc(-c2ccccc2)c1NC(=O)Nc1ccccc1` gave CHT PAM inactive and CHT block inactive.
COc1ccc2oc(-c3ccccc3)c(C(=O)O)c2c1 was read as CHT PAM inactive and CHT block inactive.
For Cc1ccc(-c2cc(C(=O)Nc3ccc(S(=O)(=O)N4CC(C)OC(C)C4)cc3)[nH]n2)c(O)c1 (stereo unspecified) the results were CHT PAM inactive and CHT block inactive.
Screening Cc1cc(C)c2nc(-c3cccnc3)cc(C(=O)Nc3ccc(S(=O)(=O)Nc4onc(C)c4C)cc3)c2c1 returned CHT PAM inactive and CHT block inactive.
For O=C(N/C(=C\c1cccc([N+](=O)[O-])c1)C(=O)N1CCOCC1)c1cccc(Br)c1 the results were CHT PAM inactive and CHT block inactive.
For C[C@H](NC(=O)[C@@H]1CSC2c3ccccc3C(=O)N21)C(=O)NC1CCCC1 (stereo partly specified) the results were CHT PAM inactive and CHT block inactive.
`CC1(c2nnc(Cc3ccccc3)o2)CC(c2ccc([N+](=O)[O-])cc2)=NO1` (stereo unspecified) gave CHT PAM inactive and CHT block inactive.
Screening CCC(=O)N1CCN(c2ccc(NC(=O)COc3ccc(C)cc3C)cc2)CC1 returned CHT PAM inactive and CHT block inactive.
COc1ccccc1NC(=O)/C(=N/OCc1ccc(F)cc1)C(C)=O was read as CHT PAM inactive and CHT block inactive.
For COc1ccccc1-c1c(NC(=O)c2ccco2)n(C)c2ccccc2c1=O the results were CHT PAM inactive and CHT block inactive.
CC(OC(=O)CNC(=O)c1ccc(Cl)cc1)C(=O)NC1CCCCC1C (stereo unspecified) was read as CHT PAM inactive and CHT block inactive.
For Nc1nc2ccccc2n1CCOc1ccccc1Cl the results were CHT PAM inactive and CHT block -13.9*.
`C[C@H]1C=C(C(=O)N2CCN(Cc3ccc4c(c3)OCO4)CC2)O[C@@H](OCc2ccc(CO)cc2)C1` gave CHT PAM inactive and CHT block inactive.
Screening COc1ccc(S(=O)NC2CCCCC2)c(OC)c1C (stereo unspecified) returned CHT PAM inactive and CHT block inactive.
`COc1ccc(CC(=O)Nc2c3c(nn2-c2ccccc2C)CS(=O)C3)cc1` (stereo unspecified) gave CHT PAM inactive and CHT block inactive.
Screening Cc1nc(C)c(-c2ccc(SCc3ccccc3C)nn2)s1 returned CHT PAM inactive and CHT block inactive.
Cn1c(=O)c2[nH]c(N3CCOCC3)nc2n(-c2ccccc2)c1=O was read as CHT PAM inactive and CHT block inactive.
CC(C)(C)OC(=O)C1C(=O)CC(C)(O)C(C(=O)OC(C)(C)C)C1c1cccnc1 (stereo unspecified) was read as CHT PAM inactive and CHT block inactive.
Screening CCCCCOC(=O)Nc1ccc(S(=O)(=O)Nn2cnnc2)cc1 returned CHT PAM inactive and CHT block inactive.
`CCN(CC)S(=O)(=O)c1ccc(C(=O)N2CCc3ccccc32)cc1` gave CHT PAM inactive and CHT block inactive.
`COc1ccc(C(=O)NCCCNC(=O)c2cc3ccccc3[nH]2)cc1OC` gave CHT PAM inactive and CHT block inactive.
Cc1cccc(C(=O)NCc2nnc(SCC(=O)NC3=NCCS3)n2C)c1 was read as CHT PAM inactive and CHT block inactive.
Screening COC(=O)CCCC(=O)N1CCCC(CCC(=O)NCc2ccc(F)c(F)c2)C1 (stereo unspecified) returned CHT PAM inactive and CHT block inactive.
`COc1ccc(C(=O)/C=C2/C(=O)Nc3ccccc32)cc1OC` gave CHT PAM inactive and CHT block inactive.
`CC1O[C@@H]2O[C@](O[C@H](C)CC[C@@H](C)O)(c3ccccc3)O[C@@H]2C[C@H]1O` (stereo partly specified) gave CHT PAM inactive and CHT block inactive.
For NC(=O)c1ccccc1N/C=C/C(=O)c1ccco1 the results were CHT PAM inactive and CHT block inactive.
`NC1=NC(=O)S/C1=C\c1ccc(O)cc1` gave CHT PAM inactive and CHT block inactive.
Screening CCC(CC)=N/N=C/c1c(O)n(CC)c2cc(C3=NNC(=O)CC3)ccc12 returned CHT PAM inactive and CHT block inactive.
Cc1c(N=C2SCC(=O)N2/N=C/c2ccccc2Cl)c(=O)n(-c2ccccc2)n1C was read as CHT PAM inactive and CHT block inactive.
For CCOC(=O)CC(=O)CSc1nc2c(c(C)c1C#N)CCC2 the results were CHT PAM inactive and CHT block inactive.
Screening COc1cccc(NC(=O)/C=C/c2ccccc2[N+](=O)[O-])c1 returned CHT PAM inactive and CHT block inactive.
CC(/C=N\NC(=O)c1ccc(C)nc1)=C\c1ccccc1 was read as CHT PAM inactive and CHT block inactive.
For c1ccc2sc(NC3=NCN(CC4CCCO4)CN3)nc2c1 (stereo unspecified) the results were CHT PAM inactive and CHT block inactive.
`Cc1cccc2cc(C(c3nnnn3CC3CCCO3)N3CCOCC3)c(=O)[nH]c12` (stereo unspecified) gave CHT PAM inactive and CHT block inactive.
O=C(N/N=C/c1cn(-c2ccccc2)nc1-c1cccnc1)c1ccc(F)cc1 was read as CHT PAM inactive and CHT block inactive.
CCn1cc(C(=O)N2CCN(c3ccc(F)cc3)CC2)c2cc(OC)c(OC)cc2c1=O was read as CHT PAM inactive and CHT block inactive.
For CC(NS(=O)(=O)OCC(Cl)(Cl)Cl)c1ccc(Br)cc1 (stereo unspecified) the results were CHT PAM inactive and CHT block -5.18*.
For CCCNC(=O)CN(C)S(=O)(=O)c1c(C)cc(C)cc1C the results were CHT PAM inactive and CHT block inactive.
For CCc1c(C)nc(SC/C=C/c2ccccc2)[nH]c1=O the results were CHT PAM inactive and CHT block inactive.
Cc1ccc2c(=O)cc(C(=O)Nc3ccc(S(=O)(=O)Nc4onc(C)c4C)cc3)oc2c1 was read as CHT PAM inactive and CHT block inactive.
COc1c(F)c(F)c(C(=O)Nc2ccc3oc(-c4ccncc4)nc3c2)c(F)c1F was read as CHT PAM inactive and CHT block inactive.
For CCOC(=O)C1CCN(C(=O)/C(=C/c2ccccc2)NC(=O)c2ccccc2)CC1 the results were CHT PAM inactive and CHT block inactive.
For Cc1ccc(C2CC(=O)NC(SCc3ccccc3)=C2C#N)o1 (stereo unspecified) the results were CHT PAM inactive and CHT block inactive.
COC(=O)c1sccc1NC(=O)COc1ccc(Cl)cc1Cl was read as CHT PAM inactive and CHT block inactive.
Screening CCN1CCN(CCNC(=O)c2ccc3c(c2)N(Cc2ccc(F)cc2)C(=O)/C(=C/c2ccccc2)S3)CC1 returned CHT PAM inactive and CHT block inactive.
`O=C(CNC(=O)c1cccs1)c1ccc([N+](=O)[O-])cc1` gave CHT PAM inactive and CHT block inactive.
For CC1(NC(=O)Nc2ccccc2)CCS(=O)(=O)C1 (stereo unspecified) the results were CHT PAM inactive and CHT block inactive.
For COC(=O)C1=C(C)Nc2ccc(C)cc2S1 the results were CHT PAM inactive and CHT block inactive.
For COCc1[nH]nc2c1C(c1ccccc1F)C(C#N)=C(N)O2 (stereo unspecified) the results were CHT PAM inactive and CHT block inactive.
COc1ccc(S(=O)(=O)N(CC(=O)NC2CCCC2)c2ccccc2OC)cc1 was read as CHT PAM inactive and CHT block inactive.

Among those listed so far, these contain an aryl thioether with sulfur outside any ring.
O=C(CSc1nnc2scc(-c3ccc(Cl)cc3)n12)NCc1ccco1 was read as CHT PAM inactive and CHT block inactive.
`C=CCSc1nc(N)c(C#N)c(-c2ccccc2)c1C#N` gave CHT PAM inactive and CHT block inactive.
For CCOc1ccc(CN2C(=O)c3ccccc3C2=O)cc1C(=O)Nc1nnc(SCC)s1 the results were CHT PAM inactive and CHT block inactive.
Screening CCOC(=O)c1ccc(CNC(=O)CSc2nnc(-c3ccncc3)o2)cc1 returned CHT PAM inactive and CHT block inactive.
`O=C(CSc1nnnn1-c1ccc(F)cc1)Nc1nc2ccccc2s1` gave CHT PAM inactive and CHT block inactive.
Screening Cc1nc(C)c(-c2ccc(SCc3ccccc3C)nn2)s1 returned CHT PAM inactive and CHT block inactive.
Cc1cccc(C(=O)NCc2nnc(SCC(=O)NC3=NCCS3)n2C)c1 was read as CHT PAM inactive and CHT block inactive.
For CCOC(=O)CC(=O)CSc1nc2c(c(C)c1C#N)CCC2 the results were CHT PAM inactive and CHT block inactive.
For CCc1c(C)nc(SC/C=C/c2ccccc2)[nH]c1=O the results were CHT PAM inactive and CHT block inactive.

No enrichment for hits (roughly 1.5% active in at least one column).
